Source: PubChem (several laboratories)
Kir21 block = Kir2.1 (mouse) channel inhibition. HEK293-Kir2.1, FluxOR thallium flux fluorescence; hits give low values. actives 0.85% (n = 310,000). B-score at 10 µM. AID 1672;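 active = fluorescence ratio B-score at or below minus 3 SD of library scores, with starting-brightness B-score within 2 SD, cut at about -4.2 in these data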;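 note: channel flux triggered by added potassium and thallium sulfate stimulus; B-score of peak minus minimum fluorescence over baseline after thallium stimulus; more negative B-score means stronger Kir2.1 block with less thallium influx; some compounds called inactive have numbers as strong as hits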
Target sequence (P35561 whole entry, looked up): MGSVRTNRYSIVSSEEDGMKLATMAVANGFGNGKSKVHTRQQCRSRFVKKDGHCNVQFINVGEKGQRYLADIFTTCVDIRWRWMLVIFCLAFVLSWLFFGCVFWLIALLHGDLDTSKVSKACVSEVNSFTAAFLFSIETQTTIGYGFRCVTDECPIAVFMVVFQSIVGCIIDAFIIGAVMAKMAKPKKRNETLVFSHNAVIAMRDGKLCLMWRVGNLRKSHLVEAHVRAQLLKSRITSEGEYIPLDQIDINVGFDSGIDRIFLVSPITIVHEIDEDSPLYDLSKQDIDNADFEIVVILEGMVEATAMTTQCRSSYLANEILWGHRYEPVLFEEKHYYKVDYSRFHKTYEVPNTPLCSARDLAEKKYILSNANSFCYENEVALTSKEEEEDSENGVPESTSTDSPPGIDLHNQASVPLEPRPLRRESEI
STK33 inh = human STK33 kinase inhibition; actives 0.073% (n = 320,000); Q9BYT3; inhibition, % at 10 µM; purified STK33, MBP phosphorylation, ADP-Glo luminescence;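 active = inhibition at or above 25%, using the most active replicate where run in duplicate; inactive = inhibition below 25%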
Target sequence (Q9BYT3 whole entry, looked up): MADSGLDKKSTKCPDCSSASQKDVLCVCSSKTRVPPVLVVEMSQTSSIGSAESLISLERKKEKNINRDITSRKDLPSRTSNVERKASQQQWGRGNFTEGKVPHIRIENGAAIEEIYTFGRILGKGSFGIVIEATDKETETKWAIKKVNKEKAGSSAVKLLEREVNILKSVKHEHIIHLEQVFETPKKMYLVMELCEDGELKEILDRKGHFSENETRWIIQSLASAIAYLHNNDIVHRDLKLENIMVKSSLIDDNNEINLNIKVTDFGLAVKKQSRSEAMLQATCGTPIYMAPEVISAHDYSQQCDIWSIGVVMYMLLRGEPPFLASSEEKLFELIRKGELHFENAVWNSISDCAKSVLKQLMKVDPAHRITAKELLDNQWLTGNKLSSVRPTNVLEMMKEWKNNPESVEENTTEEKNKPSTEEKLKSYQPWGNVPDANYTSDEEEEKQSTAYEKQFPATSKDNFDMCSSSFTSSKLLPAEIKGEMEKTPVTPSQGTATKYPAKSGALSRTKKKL
Numbers without * were called inactive; nt = not tested or not shown.

STK33 inh	Kir21 block	Molecule
1.7	0.19	N#C/C(=C/c1cc[nH]c1)C(N)=S
-2.8	0.81	C/C(=N\Nc1ccc(C(=O)c2c(C)cc3ccccn23)cc1[N+](=O)[O-])c1ccc(O)cc1
0.5	-3.13	COc1ccc(-n2c(C)cc(C(=O)CN3CCC(C)CC3)c2C)cc1
0.8	-1.22	CC(C(=O)N1CCc2ccccc21)N1CCN(Cc2ccc(Cl)cc2)CC1 (stereo not drawn)
-0.6	2.07	CC(=O)N1CC(C)Sc2ccc(S(=O)(=O)N3CCCCC3)cc21 (stereo not drawn)
0.4	-2.89	O=C1COc2ccc(S(=O)(=O)N3CCCCCC3)cc2N1
-3.0	nt	CC(OC(=O)c1cc[n+]([O-])cc1)C(=O)Nc1ccc(C(N)=O)cc1 (stereo not drawn)
-0.9	0.29	Cc1nnc(SCC(=O)NCc2ccco2)n1Cc1ccccc1
-0.6	0.64	CCc1noc(C)c1C(=O)Nc1nc(-c2ccc(OC)cc2OC)cs1
-0.9	-0.71	CN(C)S(=O)(=O)c1cccc(NC(=O)c2cc(-c3cccs3)nn2-c2cccc(Cl)c2)c1
1.4	0.23	O=C(NC1CCCCCC1)C(=S)NCc1ccccc1
2.2	-0.42	Cc1ccc2nc(SCC(=O)c3ccccc3)nc(=O)n2c1
-0.1	-0.03	CCc1ccc(C2=NN(C(=O)CCC(=O)O)C(c3cccs3)C2)cc1 (stereo not drawn)
-1.4	-2.82	Cc1ccccc1NC(=S)NCc1cccs1
-0.4	-0.03	Cc1ccc(C(C2=C(O)CC(C)(C)CC2=O)C2C(=O)CC(C)(C)CC2=O)s1 (stereo not drawn)
-1.6	0.64	CCOc1ccc(NC(=O)CC(=O)Nc2ccc(OCC)cc2)cc1
-2.4	-0.59	COc1ccc(OC)c(CNC(=O)C2CCC(=O)N2C(C)C)c1 (stereo not drawn)
-1.3	-1.6	OCCNCCCOc1ccc(Cl)cc1Br
-0.9	-0.09	COc1ccccc1CNC(=O)CCN1C(=O)COc2ccccc21
-0.2	nt	COc1ccc(S(=O)(=O)N2CCN(C(=O)CCOc3ccccc3)CC2)cc1OC
0.0	nt	CN(CC(=O)Nc1ccccc1Cl)C(=O)CN1C(=O)NC(c2ccccc2)(c2ccccc2)C1=O
-0.8	-0.96	COc1ccc(OC)c(CN2CCCC(C(=O)N3CCCCC3)C2)c1 (stereo not drawn)
-0.6	-0.62	CC(=O)/C(=N\Nc1cccc(Cl)c1)Sc1cccc2cccnc12
0.1	-0.41	CCCCc1ccc(NC(=S)NCc2ccc(OC)cc2)cc1
-1.2	2.31	O=C(O)c1ccccc1Sc1ncnc2sc3c(c12)CCC3
-3.5	3.48	COc1ccccc1NS(=O)(=O)N(C)C
-1.0	-1.36	CCCCc1nc2ccccc2c(NC(=O)CN2CCN(C)CC2)c1CCC
0.4	0.05	CCOc1ccc(/C=C\c2nc(O)c([N+](=O)[O-])c(=O)[nH]2)cc1OCC
-1.4	-0.02	O=C(COC(=O)C1=COCCO1)Nc1ccc(OC(F)F)cc1
-1.1	-0.54	COc1ccc(OCc2cc(C(=O)NCC(C)Oc3cccnc3)no2)c(Cl)c1 (stereo not drawn)
-0.1	1.21	Cc1cc(F)ccc1S(=O)(=O)N1CCCOC1CNC(=O)C(=O)NC1CC1 (stereo not drawn)
0.7	-1.63	NNC(=O)[C@@H]1C[C@@H]1c1ccccc1
0.5	-1.7	O=C(NCCN1CCOCC1)c1csc2c1CCCCC2
2.3	0.78	O=C(CCCNS(=O)(=O)c1ccc(Cl)c(Cl)c1)NCCc1ccccn1
-0.8	-1.09	O=C1COc2ccc(S(=O)(=O)N3CCC(C(=O)NCc4ccccc4)CC3)cc2N1
0.1	0.71	COc1ccc(C(=S)N2CCN(c3ccccc3C)CC2)cc1
-0.3	-0.09	CCn1cc(C(=O)O)c(=O)c2cc(F)c(N3CCN(C)CC3)cc21
-1.4	1.49	Nc1cc(Cl)nc(N/N=C/c2ccccc2[N+](=O)[O-])n1
-1.0	-8.12*	CCCC(=O)NC(Nc1ccccc1F)C(Cl)(Cl)Cl (stereo not drawn)
-1.6	1.29	COc1ccc(-c2cc(=O)oc3cc(OCC(C)=O)ccc23)cc1
0.3	1.02	CC(OC(=O)c1cccc(Cl)c1)C(=O)NC1CCCCC1C (stereo not drawn)
-0.1	nt	O=C1NC(=O)C(=O)N1
-1.7	0.91	CC(C)NC(=O)NC(=O)CN1C(=O)NC2(CCc3ccccc3C2)C1=O (stereo not drawn)
0.4	0.84	CC(n1cnnn1)C12CC3CC(CC(C3)C1)C2 (stereo not drawn)
-0.8	1.21	COc1ccc(S(=O)(=O)N2CCN(C)CC2)cc1C(=O)N1CCCCC1

Kir21 block, entries above that show a hit.
STK33 inh	Kir21 block	Molecule
-1.0	-8.12*	CCCC(=O)NC(Nc1ccccc1F)C(Cl)(Cl)Cl (stereo not drawn)

Following part
STK33 inh	Kir21 block	Molecule
0.4	-7.88*	OC(CNCCc1ccc(C(F)(F)F)cc1)COC(c1ccccc1)c1ccccc1 (stereo not drawn)
-0.2	-0.12	CC(=O)N1CCc2cc(S(=O)(=O)NC(C(=O)Nc3ccc4c(c3)OCCO4)C(C)C)ccc21 (stereo not drawn)
0.3	nt	CCNc1nc(C#N)nc2c1ncn2-c1cc(F)cc(F)c1
6.8	nt	Cc1ccc(NC(=O)COC(=O)C2=NNC(=O)CC2)c(Br)c1
1.3	-0.52	COc1ccc(OCc2nnc(SCC(=O)Nc3cccc(Cl)c3)o2)cc1
-1.0	-0.45	CCOC(=O)c1ccc(-n2c(N)c(C(=O)NCC3CCCO3)sc2=S)cc1 (stereo not drawn)
0.0	-0.59	O=C(OCc1ccccc1)/C(=C/c1ccccc1Cl)NC(=O)c1ccco1
1.0	-1.35	Cn1nccc1C(=O)N1CCN(S(=O)(=O)c2ccc(Br)s2)CC1
-1.3	1.13	CC(NC(=O)c1ccc(F)cc1)c1nc2ccccc2n1Cc1ccccc1F (stereo not drawn)
-0.1	1.32	C/C(=N/NC(=O)c1ccc(-c2ccccc2)cc1)c1cc(O)cc(O)c1
-3.1	1.11	CC(=O)Oc1cccc(N2C(=O)C3CC=CCC3C2=O)c1 (stereo not drawn)
-4.5	1.31	CC(C)(C)NC(=O)CN1CCN(C(=O)CCl)CC1
-0.1	-2.2	COc1ccc(C2=NS(=O)(=O)N(C)C(C(=O)NCc3ccccn3)=C2)cc1
10.2	nt	C#CCOCCOCCOCCNc1nc(N2CCN(C(=O)CCCCCCCCCCNC(=O)[C@H](CCCCN)n3cc(CCCC(=O)O)nn3)CC2)nc(N2CCN(C(=O)CCCCCCCCCCNC(=O)[C@H](CCCN=C(N)N)n3cc(C[C@@H](C)CC)nn3)CC2)n1
0.3	-1.31	Cc1cc(OCc2cc(C(=O)NCc3cc(C(C)C)no3)no2)cc(C)c1Cl
1.1	2.01	CCN1C(=O)c2cccc3c(N)ccc1c23
-0.3	0.13	C=CCS(=O)(=O)N1CCCC(N2CCN(c3ccccc3OC)CC2)C1 (stereo not drawn)
0.7	-1.34	c1cncc(N=c2scc(-c3cccc4ccccc34)n2CCCn2ccnc2)c1
nt	1.32	Cc1cccc(N(C(=O)c2ccco2)C(C(=O)NC2CCCC2)c2ccco2)c1C (stereo not drawn)
-3.2	0.53	Cc1c(C(=O)Nc2ccc(Cc3ccncc3)cc2)cccc1[N+](=O)[O-]
-3.7	0.85	CCN(CC)S(=O)(=O)c1ccc(N2CCCC2)c(NS(=O)(=O)c2ccc(OC)cc2)c1
-1.0	nt	O=C(COC(=O)Cc1n[nH]c(=O)c2ccccc12)Nc1ccc(Cl)cn1
0.0	0.04	COc1ccc(C(=O)OCC(=O)NC2CCCC2)c(OC)c1OC
-0.4	-0.28	O=C(NC1CCCC1)c1cccc(Oc2ccccc2)c1
-0.1	-0.94	CC1CCN(S(=O)(=O)c2cccc(C(=O)Nc3ccccn3)c2)CC1
-1.6	-0.79	N#CCCN(C(=O)COC(=O)CCc1c[nH]c2ccccc12)c1ccccc1
-1.3	-1.47	CCOC(=O)c1ccc(N2C(=O)C3C(C2=O)C(C(=O)c2ccc(Cl)cc2)N2CCCC32)cc1 (stereo not drawn)
-0.7	2.76	Cc1ccc(OCCNC(=O)c2ccco2)cc1C
0.4	nt	O=C(CN1CCN(c2ccccn2)CC1)NC(=O)NC1CCCCC1
-2.6	-1	CNC(=S)Nc1ccc2nc(C)c(C)nc2c1
0.2	0.11	CCN(CC(=O)Nc1ccc(OC)c(OC)c1)S(=O)(=O)c1ccc(C)cc1
0.3	nt	N#CC1(NC(=O)COc2cccnc2[N+](=O)[O-])CCCCC1
0.3	0.21	COc1ccc(N2C(=O)c3ccccc3NC2(C)C)cc1
0.2	1.79	O=C(c1ccccc1)c1cnc(-c2ccccc2)s1
-0.7	nt	C=CCSc1nnc(NC(=O)CSCc2c(C)noc2C)s1
-1.9	1.04	CCc1cccc(CC)c1NC(=S)N(CCN(C)C)C(C)c1cccnc1 (stereo not drawn)
-0.4	0.59	O=S(=O)(c1ccc(F)cc1)N1CCC(N2CCCCCC2)CC1
-1.0	1.2	CC(Sc1cccc[n+]1[O-])c1ccccc1 (stereo not drawn)
-0.9	0.82	CCOc1ccc(NC(=O)N2CC(C)OC(C)C2)cc1 (stereo not drawn)
-0.3	1.65	CN1CCN(C(=O)c2ccc3c(c2)N(Cc2cccc(Cl)c2)C(=O)c2ccccc2S3=O)CC1 (stereo not drawn)
-0.2	-1.4	CCOC(=O)N1CCC(NC(=O)c2cccc3c2C(=O)N(Cc2cccnc2)C3)CC1
-0.1	0.44	CC(C)(C)N1CC(COc2ccccc2)OC1=O (stereo not drawn)
-0.3	-1.61	O=C(CC1CCCC1)Nc1nc2ccccc2[nH]1
-0.3	0.35	O=C(CN1CCN(S(=O)(=O)N2CCOCC2)CC1)Nc1ccc(Cl)c(Cl)c1
0.0	-0.51	O=C(Nc1ccc(F)cc1)OCCOc1ccc([N+](=O)[O-])cc1
-2.5	0.06	CC(NC(=O)Nc1ccc2c(c1)OCO2)C1CCCO1 (stereo not drawn)
0.5	0	CC(=O)Nc1ccc(S(=O)(=O)NC2=C(N3CCN(c4ccc(F)cc4)CC3)C(=O)c3ccccc3C2=O)cc1
-0.9	-0.5	O=c1c(-c2ccccc2)c(O)nc2ccccn12
-2.9	-0.85	O=C(NC(O)C(=O)c1cccs1)c1cccnc1 (stereo not drawn)
-1.2	-9.82*	CCCN1CCC(NC23CC4CC(CC(C4)C2)C3)CC1
-0.2	nt	Cc1cc(C)n2nc(C(=O)OCC(=O)Nc3ccc(C)c(S(=O)(=O)N4CCOCC4)c3)nc2n1
-1.9	-0.08	Cc1cc(Br)ccc1NC(=O)C1CCN(C(=O)c2ccco2)CC1
0.6	0.26	O=C(Oc1ccc(-n2cnnn2)cc1)c1ccco1
nt	-0.78	CCOc1ccc(CNC(=O)CCc2cn(Cc3ccccc3)c3ccccc23)cc1
-0.9	-0.03	Cn1cc(CN2CCC(N3CCNC(=O)CC3)CC2)c(-c2ccccc2F)n1
0.2	-0.81	COc1cc(C2NC(=S)NC3=C2C(=O)CCC3)ccc1O (stereo not drawn)
-0.2	-1.04	COc1cccc(CNc2ccc(F)c(Cl)c2)c1
-1.3	1.68	CCC(C)[C@H](NC(=O)NCc1ccccc1Cl)C(=O)OC (stereo partly drawn)
0.4	-0.83	Cc1cc(N=CC2=C(O)CC(C)(C)CC2=O)no1
-0.7	0.93	CC/C(=N/NC(=O)CCC(=O)Nc1ccccc1OC)c1ccccc1

Sorted by heavy-atom count (ascending): part of the list above.
STK33 inh	Kir21 block	Molecule
0.4	-0.83	Cc1cc(N=CC2=C(O)CC(C)(C)CC2=O)no1
-1.3	1.68	CCC(C)[C@H](NC(=O)NCc1ccccc1Cl)C(=O)OC (stereo partly drawn)
-1.9	-0.08	Cc1cc(Br)ccc1NC(=O)C1CCN(C(=O)c2ccco2)CC1
0.5	0	CC(=O)Nc1ccc(S(=O)(=O)NC2=C(N3CCN(c4ccc(F)cc4)CC3)C(=O)c3ccccc3C2=O)cc1

Compound profiles, as listed above. Order of values: STK33 inh	Kir21 block
Shown for `CCC(C)[C@H](NC(=O)NCc1ccccc1Cl)C(=O)OC` (stereo partly drawn) → -1.3	1.68
Shown for `CCOc1ccc(CNC(=O)CCc2cn(Cc3ccccc3)c3ccccc23)cc1` → nt	-0.78
Shown for `O=C(Oc1ccc(-n2cnnn2)cc1)c1ccco1` → 0.6	0.26
Shown for `CC(NC(=O)Nc1ccc2c(c1)OCO2)C1CCCO1` (stereo not drawn) → -2.5	0.06
Shown for `Cc1cc(N=CC2=C(O)CC(C)(C)CC2=O)no1` → 0.4	-0.83

(list continues)
STK33 inh	Kir21 block	Molecule
0.9	nt	O=C(NNC(=O)c1ccc(Br)s1)c1ccc(F)c(S(=O)(=O)N2CCOCC2)c1
-1.2	0.13	CCN(CCCNC(=O)Cn1ncc2c([nH]c3ccc(C)cc32)c1=O)c1ccccc1
-1.0	0.37	CC(=O)Oc1ccc(/C=N/NC(=S)Nc2ccccc2)cc1
-0.7	-0.03	COC(=O)c1[nH]c2ccccc2c1NC(=O)C(C)N1CCN(C(=O)c2ccco2)CC1 (stereo not drawn)
